# Screening data: PubChem BioAssay, National Center for Advancing Translational Sciences (NCATS)
# RORgamma inh: qHTS for inhibitors of ROR gamma transcriptional activity; Drosophila S2 Gal4-RORgamma UAS-luciferase reporter, 20 h; Potency, µM (highest dose often 53.6 µM), without a hit: top-dose activity change, negative = inhibition, actives largely listed as inhibitors; 310,000 tested, 5.4% active; AID 2551, 2010; also: potency is read from the fitted curve at half-maximal effect; % is scaled to controls: 0 for no effect and ±100 for the full control effect; nearly all actives have a fitted effect of over 60% in size
#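 A Gal4/UAS one-hybrid system in insect cells: metallothionein-promoter Gal4–ROR gamma fusion plus Photinus luciferase reporter. Copper sulfate 700 uM final, 20 hr ambient incubation, luminescent detection after 10 min with reagent.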
# Tb PFK inh: qHTS Assay to Find Inhibitors of T. brucei phosphofructokinase; T. brucei PFK, ADP-Glo luminescence; Potency, µM (series often up to 57.5 µM), for the others: at the highest dose activity, negative = inhibition, hits mostly inhibitors; 330,000 tested, 0.17% active;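 also: potency is read from the fitted curve at half-maximal effect; 0% = uninhibited 1x PFK enzyme wells and -100% = no-enzyme wells; nearly all actives have a fitted effect of over 60% in size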
# Target sequence (O15648 whole entry, looked up): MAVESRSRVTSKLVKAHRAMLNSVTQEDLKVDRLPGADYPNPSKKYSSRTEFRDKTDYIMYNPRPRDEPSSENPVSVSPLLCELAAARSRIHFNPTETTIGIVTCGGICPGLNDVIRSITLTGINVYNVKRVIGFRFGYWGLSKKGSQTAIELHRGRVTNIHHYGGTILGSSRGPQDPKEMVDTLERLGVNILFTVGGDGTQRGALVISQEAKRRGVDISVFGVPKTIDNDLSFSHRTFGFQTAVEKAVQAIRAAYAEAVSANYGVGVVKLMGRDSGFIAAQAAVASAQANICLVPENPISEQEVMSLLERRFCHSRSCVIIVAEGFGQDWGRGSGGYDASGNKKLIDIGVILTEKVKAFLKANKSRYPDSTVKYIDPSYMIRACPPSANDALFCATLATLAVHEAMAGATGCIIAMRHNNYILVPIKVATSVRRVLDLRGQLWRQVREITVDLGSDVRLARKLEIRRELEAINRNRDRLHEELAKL
#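 Compounds were pin-transferred as a titration series up to 57 uM into substrate buffer (0.5 mM F6P, 0.1 mM ATP, pH 8.0), then 1.25 nM PFK was added and reactions ran 45 min before ADP-Glo detection.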
# KCNH2 3.1 inh: qHTS for Inhibitors of KCHN2 3.1: Mutant qHTS | 340,000 tested, 0.95% active | Potassium voltage-gated channel subfamily H member 2, brain isoform KCNH2 3.1 (human) | activity change, % (tested at about 1.8 µM) | U2OS KCNH2 3.1, thallium flux FluxOr; stronger effect = lower value | AID 720553, 2013;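 active = maximum activity change below -70%; inconclusive = maximum activity change from -70% to -50%; inactive = maximum activity change above -50%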;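 also: thallium influx rate constant from kinetic fluorescence after stimulation buffer; % is scaled to controls: 0 for no effect and ±100 for the full control effect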
#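 U2OS cells transduced with KCNH2 3.1 mutant virus (1.77 x 10^8 /mL, 4 h), plated overnight at 37 C, loaded 45 min with FluxOr dye plus Red40 quencher. Thallium flux rate constant from kinetic reads after stimulation buffer, normalised to controls.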
# Rab9 promoter act: qHTS Assay for Rab9 Promoter Activators | AID 485297, 2010 | 320,000 tested, 2.8% active | Potency, µM (series often up to 9.22 µM), inactives show at the highest dose activation, negative = inhibition, usual class: activators | Huh7 Rab9 promoter-luciferase reporter, luminescence, 24 h; also: potency is read from the fitted curve at half-maximal effect; % of control where 0% means no effect; nearly all actives have a fitted effect of over 60% in size
#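 Promoter activation is measured as luciferase luminescence in Huh7 cells stably transfected with a Rab9 promoter–luciferase construct, following 24 h compound exposure at 37 °C and 10 min reagent incubation at ambient temperature.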
# ELG1 genotox: qHTS screen for small molecules that induce genotoxicity in human embryonic kidney (HEK293T) cells expressing luciferase-tagged ELG1. HEK293T ELG1-luciferase reporter, luminescence, 16 h. Potency, µM (titrated, usually from 46 µM), for the others: at the highest dose activity change, positive = activation, most hits filed as activators. 330,000 tested, 1.3% active; also: potency is read from the fitted curve at half-maximal effect; % of control where 0% means no effect; nearly all actives have a fitted effect of over 60% in size
#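 After overnight (16 hr) compound treatment at 37 °C, ELG1-luciferase HEK293T cells were lysed with ONE-Glo; luminescence quantified 30 min later at room temperature.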
# FLuc counter: qHTS profiling assay for firefly luciferase inhibitor/activator using purifed enzyme and Km concentrations of substrates (counterscreen for miR-21 project); Luciferin 4-monooxygenase (Photinus pyralis), P08659; purified FLuc, Km substrates, luminescence inhibition; Potency, µM (series often up to 57.5 µM), for inactives: at the top dose activity change, negative = inhibition, hits mostly inhibitors; 360,000 tested, 6.9% active; AID 588342, 2011;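 also: potency is read from the fitted curve at half-maximal effect; plate controls were vehicle for no effect and reference inhibitor for full effect; nearly all actives have a fitted effect of over 55% in size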
# Target sequence (P08659 whole entry, looked up): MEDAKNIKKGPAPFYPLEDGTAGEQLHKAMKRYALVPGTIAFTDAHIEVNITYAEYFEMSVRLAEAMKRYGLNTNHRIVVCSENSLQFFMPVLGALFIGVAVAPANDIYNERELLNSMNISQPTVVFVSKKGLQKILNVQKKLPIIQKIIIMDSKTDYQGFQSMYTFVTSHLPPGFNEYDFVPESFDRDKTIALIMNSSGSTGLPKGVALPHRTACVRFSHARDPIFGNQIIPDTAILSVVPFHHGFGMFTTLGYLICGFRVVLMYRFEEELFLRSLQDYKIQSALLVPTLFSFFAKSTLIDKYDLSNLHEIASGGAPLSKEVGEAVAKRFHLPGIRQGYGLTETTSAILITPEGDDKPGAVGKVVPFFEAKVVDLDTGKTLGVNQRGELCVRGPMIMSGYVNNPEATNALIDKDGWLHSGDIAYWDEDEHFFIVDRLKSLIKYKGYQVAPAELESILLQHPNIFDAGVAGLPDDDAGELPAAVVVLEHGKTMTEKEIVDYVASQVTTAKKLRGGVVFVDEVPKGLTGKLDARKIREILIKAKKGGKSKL
#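 Biochemical qHTS of compounds, final roughly 60 µM downward over six points, against 10 nM purified firefly luciferase using Km concentrations of substrates (10 uM D-luciferin, 10 uM ATP) in Tris acetate pH 7.5 buffer; luminescence output.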
# uPA surface inh: qHTS for Inhibitors of Cell Surface uPA Generation. cell surface uPA generation assay, qHTS. Potency, µM (series often up to 38.3 µM), for inactives: top-dose activity change, negative = inhibition, usual class: inhibitors. 330,000 tested, 0.31% active. AID 540303, 2011; active = well fitted inhibition curve with a large enough effect; inconclusive = small, poorly fitted or top-dose-only effect; inactive = no such curve, though single readings can be large or run the other way; tested in mouse RAW 264.7 cells; also: potency is read from the fitted curve at half-maximal effect; % is scaled to controls: 0 for no effect and ±100 for the full control effect; nearly all actives have a fitted effect of over 55% in size
# VP16 counter: VP16 counterscreen qHTS for inhibitors of ROR gamma transcriptional activity | Drosophila S2 Gal4-VP16 UAS-luciferase, luminescence, 20 h | Potency, µM (highest dose often 53.6 µM), for inactives: top-dose activity, negative = inhibition, actives largely listed as inhibitors | 310,000 tested, 3.5% active | AID 2546, 2010;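 also: Gal4-VP16 expression switched on by copper sulfate through the metallothionein promoter; potency is read from the fitted curve at half-maximal effect; % is scaled to controls: 0 for no effect and ±100 for the full control effect; nearly all actives have a fitted effect of over 50% in size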
# Giardia kill: Small Molecules that selectively kill Giardia lamblia: qHTS. activity change, % at 7.66 µM, hits read low. Giardia lamblia trophozoite viability. 340,000 tested, 0.15% active; in the data active = activity change below about -80%; inconclusive = between about -30% and that limit;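 also: parasites exposed to compound for two days anaerobically before the ATP read; % is scaled to controls: 0 for no effect and ±100 for the full control effect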
#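 Killing of trophozoites was scored by loss of ATP luminescence after a 48 hrs anaerobic exposure to compounds at 37 deg C, using 100 cells per well.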
# NPC1 prom act: qHTS Assay for NPC1 Promoter Activators; Huh7 NPC1 promoter luciferase reporter, 24 h; Potency, µM (series often up to 9.22 µM), without a hit: top-dose activation, actives largely listed as activators; 320,000 tested, 2.4% active;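 also: potency is read from the fitted curve at half-maximal effect; % of control where 0% means no effect; nearly all actives have a fitted effect of over 60% in size; reporter is driven by a mutant NPC1 promoter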
#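 Readout is luciferase luminescence, reflecting NPC1 promoter activation in stably transfected Huh7 cells after 24 h compound exposure at 37 °C in reduced-serum medium with 10% FBS.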
# Coupling enz: qHTS Assay for Inhibitors of Fructose-1,6-bisphosphate Aldolase from Giardia Lamblia: Coupling assay counterscreen; 290,000 tested, 0.67% active; activity change, negative = inhibition, % at 58.2 µM, hits read low; AID 2472, 2010; coupling enzyme system counterscreen, AmpLite Red fluorescence; in the data active = activity change below about -30%; also: % is scaled to controls: 0 for no effect and ±100 for the full control effect
#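 Counterscreen lacking aldolase: glyceraldehyde-3-phosphate coupling-enzyme reagent preincubated 10 min at RT with compound (at 57.5 uM final), then substrate/coupling system with AmpLite Red added; fluorescence read at 525/598 nm after 20 min RT.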
# Starred values were filed as active, the others as inactive; ? = inconclusive; · = not tested or not shown; & = joins results of further samples; [ ] = another dose, or the depositor's remark. Unless noted, calls follow the shape of the dose curve; as a rule, active = well fitted curve in the direction sought with a large enough effect; inconclusive = small, poorly fitted or top-dose-only effect, or another doubt; inactive = no such curve, though single readings can be large; an effect the other way counts as inactive or inconclusive.
molecule,RORgamma inh,Tb PFK inh,KCNH2 3.1 inh,Rab9 promoter act,ELG1 genotox,FLuc counter,uPA surface inh,VP16 counter,Giardia kill,NPC1 prom act,Coupling enz
Cc1ccc(S(=O)(=O)/N=C2/NC(=O)/C(=C\c3cc(Br)cc(Br)c3O)S2)cc1,11µM*,?,23,1%,10%,0%,-18%,-17%,19,0%,·
Cc1cccc(/C=N\NC(=O)c2sccc2-n2cccc2)c1,14%,0%,1,?,0%,?,5%,?,7,29%,-20
CCOC(=O)c1cc(-c2cccc([N+](=O)[O-])c2)on1,-11%,0%,4,-5%,0%,2%,4%,-6%,-4,-4%,0
CCOC(=O)c1cc2c(=O)n3ccccc3nc2n(CCOC)c1=NC(=O)c1c(-c2c(F)cccc2Cl)noc1C,1%,-1%,-9,1%,-2%,7%&-10%,-10%,-15%,9,-9%,2
CSc1cccc(NC(=O)C2CCN(S(C)(=O)=O)CC2)c1,-7%[0.365 µM],-7%,-19,1%,3%,7%,7%,·,-12,-1%,1
CC(=O)c1ccc(NC(=O)CSc2nnc(-c3ccco3)o2)cc1,31%,-13%,-5,14%,16%,-15%,0%,-4%,1,15%,1
Cc1ccc(C)c(-c2ccc(=O)n(Cc3ccc(F)cc3Cl)n2)c1,31%,-4%,-4,0%,-2%,4%&-14%,-5%,-5%,-3,0%,-10
COc1ccc(CCNC(=O)COC(=O)c2cc(Cl)nc(Cl)c2)cc1,·,-2%,17,·,0%,·,5%,·,-5,·,·
CC(=O)c1c(C)[nH]c(C(=O)NCCc2ccccc2)c1C,-42%,3%,-1,1.3µM*,?,11µM*,-5%,1%,-16,2.5µM*,0
C=CC[C@@H](CC(=O)N(CCO)Cc1ccccc1)C(=O)N[C@H](COC(=O)[C@@H](CC=C)CC(=O)OC(C)(C)C)c1ccccc1,·,4%,-6,·,-9%,·,12%,·,-19,·,·
O=C(N/N=C1\CCSC1)c1cc(Cl)ccc1O,11µM*,14%,-3,-3%,-1%,?,5%,15%[10 µM],2,0%,0
CC(=O)Nc1cccc(NC(=O)c2cccc(OCc3ccccc3)c2)c1,23%,0%,-14,1%,-3%,27µM*,-16%,4%,0,8%,0
Cc1cccc(-n2ncc3c2CCCC3NC(=O)CCCN2CCCCC2=O)c1C (stereo not given),12%,-1%,-7,-3%,-12%,-1%,4%,2%,1,-2%,·
O=C(Nc1ccccc1)c1c(F)c(F)c(F)c(F)c1F,-29%,-4%,-8,0%,-11%,-22%,?,18%,4,-2%,0
C/C(=N\NC(=O)COc1cc(C)cc(C)c1)c1ccc(N2CCOCC2)cc1,-5%,2%,-15,-8%,-6%,2%,3%,6%,10,-5%,0
CCn1ncc(Br)c1C(=O)Nc1c(C)nn(Cc2c(F)c(F)c(F)c(F)c2F)c1C,-7%,15%,·,-10%,-12%,1%,-3%,19%,12,-4%,·
Cc1ccc(S(=O)(=O)N2CCOCC2)c(C)c1-n1cnnn1,1%,-11%,5,-5%,-1%,0%,0%,3%,13,-3%,2
CCCn1c(SCC(=O)NC(C)c2ccccc2)n[nH]c1=O (stereo not given),10%,-4%,-8,29%,-7%,-2%,0%,-14%,7,-7%,-1
CC(C)c1nnc(NC(=O)C2c3ccccc3Oc3ccccc32)s1,?,-5%,-1,-4%,-1%,-3%[2.3 µM],3%,8%,0,-5%,0
COC(=O)c1c(NC(=O)C2Cc3ccccc3C(=O)O2)sc2c1CCCC2 (stereo not given),20%,5%,-25,-1%,-1%,3%,17%,6%,1,-2%,1
O=C1CCC(C(=O)N2CCCC2)CN1CCc1cccc(F)c1 (stereo not given),-3%,0%,23,6%,1%,3%,12%,-4%,6,-8%,1
Cc1ccc(C)c(NC(=O)COc2coc(CN3CCc4ccccc43)cc2=O)c1,·,-8%,1,-5%,-9%,2%,-2%,·,3,-5%,·
CNC(=O)/C(C#N)=C/c1ccc(-c2ccccc2[N+](=O)[O-])o1,16%,2%,17,28%,?,?,-9%,16%,-14,18%,-13
Cn1c(=O)cc(Nc2ccccc2)c2c(=O)n(-c3ccccc3)c(=O)n(-c3ccccc3)c21,15%,-3%,4,1%,-3%,-4%,0%,-11%,0,3%,0
O=C(NCCC(=O)N1CCN(c2cccc(Cl)c2)CC1)c1ccc(Br)cc1,·,8%,-75*,1%,-4%,4%,0%,·,16,3%,·
COc1ccc(C(=O)NC2CC2)cc1OC1CCN(Cc2cnn(C)c2C)CC1,-13%,-5%,-3,-2%,2%,3%,2%,-1%,-21,-4%,·
Cc1ccccc1CC(=O)NCC1CCCCC1,?,0%,25,11%,-10%,-7%,-1%,11%,-21,5%,0
O=C(NN1CCOCC1)c1cc(-c2ccc(Cl)c(Cl)c2)nc2ccccc12,3%,2%,1,-12%,2%,?,2%,-7%,-3,-4%,1
Cc1ccc(S(=O)(=O)N2CCOCC2)cc1C(=O)Nc1ccncc1,·,-3%,-5,17%,1%,-2%,12%,·,0,-1%,·
COc1ccc(C(=O)N2c3ccccc3C(=O)OC2c2ccc3c(c2)OCO3)cc1 (stereo not given),-30%,-2%,-3,?,14%,19µM*,-7%,-30%,?,?,-9
CCn1c(SCC(=O)NNC(=O)c2ccc(OC)cc2)nnc1-c1ccco1,-19%,-2%,5,0%,0%,2%,-1%,-4%,-8,-2%,0
O=C(NCC1CCCO1)c1ccccc1 (stereo not given),-12%,·,4,·,·,0%,3%,1%,-1,·,-3
O=C(CNC(=S)N(Cc1ccccc1F)C1CCCCC1)NC1CC1,2%,5%,10,1%,0%,4%,·,-1%,-26,2%,3
N#CCC(=N)N1CCN(c2cccc(Cl)c2)CC1,90%,-21%,6,-4%,0%,-1%,1%,11%,-7,-1%,0
CC(C)(C)NC(=O)NC(=O)CN1CCN(c2ccccc2O)CC1,33%,-1%,7,-6%,-3%,0%,1%,-14%,-5,-5%,2
CC1CCC2(CC1)NC(=O)N(Cc1cc(=O)n3ccsc3n1)C2=O (stereo not given),9%,1%,-2,-2%,-2%,0%,-2%,4%,-19,7%,1
O=C(CCCC1=NS(=O)(=O)c2ccccc2N1)N1CCN(c2ccccc2)CC1,23%,7%,6,-17%,-4%,-2%,2%,-8%,14,-3%,0
CC(C)Nc1nc(Cl)nc(NNC(=O)C(C)Oc2ccccc2)n1 (stereo not given),-8%,3%,0,-11%,1%,6%,2%,6%,-3,-3%,2
COCCN(C(=O)COC(=O)c1ccccc1Nc1ccccc1)c1c(N)n(Cc2ccccc2)c(=O)[nH]c1=O,·,-3%,-1,-3%,-19%,4%,-3%,·,-16,-2%,·
Cc1ccc(-n2nc(C(=O)NN)c(C)c(C#N)c2=O)cc1Cl,?,1%,3,9%,-3%,4%,3%,-10%,-2,0%,-7
CC(=O)Nc1nc(C=C(Cl)Cl)cs1,?,1%,25,13%,7%,-13%,4%,22%,-4,12%,0
CCOC(=O)C1=C(CSc2nc3ccccc3s2)NC(=O)NC1c1cccc([N+](=O)[O-])c1 (stereo not given),-5%,2%,-9,0%,1%,1%,-18%,-8%,3,-3%,1
COCCN(C(=O)c1cc(Cl)ccn1)c1c(N)n(Cc2ccccc2)c(=O)[nH]c1=O,·,3%,9,-4%,2%,-1%,-2%,·,-23,0%,·
CC(C)CCOc1ccc(/C=C2\CCn3c2nc2cc(C(=O)O)ccc2c3=O)cc1,8%,3%,-9,-17%,1%,-14%,2%,-12%,-12,-1%,0
Cc1cccc(NS(=O)(=O)c2csc(C(N)=O)c2)c1C,18%,0%,3,-14%,-4%,-1%,6%,-1%,-17,-1%,-1
O=C(CNC(=O)c1ccc(Cl)cc1Cl)OCCOc1ccccc1F,·,-12%,-3,·,3%,·,0%,·,-10,·,·
Cc1cccc(NC(=O)Nc2ccc(C)c(C)c2)n1,41%,-2%,-9,?,?,2.1µM*,0%,-5%,-3,?,1
Cc1nc2ncc(Br)cc2[nH]1,18%,-10%,-1,-1%,0%,2%,-7%,-5%,-3,-9%,2
